HTR5A ag: activates human HTR5A in OPRM1-OPRD1 agonist counter-screen; P47898; HTR5A agonist assay, luminescence, cell-based; activation, % at 9.3 µM; 340,000 tested, 0.61% active; in the data active = activation mostly above about 9.5%, no sharp cut-off; inactive = mostly below about 7.6%;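 note: 0% = cells with vehicle only and 100% = reference agonist; strong numbers were not always called active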
Target sequence (P47898 whole entry, looked up): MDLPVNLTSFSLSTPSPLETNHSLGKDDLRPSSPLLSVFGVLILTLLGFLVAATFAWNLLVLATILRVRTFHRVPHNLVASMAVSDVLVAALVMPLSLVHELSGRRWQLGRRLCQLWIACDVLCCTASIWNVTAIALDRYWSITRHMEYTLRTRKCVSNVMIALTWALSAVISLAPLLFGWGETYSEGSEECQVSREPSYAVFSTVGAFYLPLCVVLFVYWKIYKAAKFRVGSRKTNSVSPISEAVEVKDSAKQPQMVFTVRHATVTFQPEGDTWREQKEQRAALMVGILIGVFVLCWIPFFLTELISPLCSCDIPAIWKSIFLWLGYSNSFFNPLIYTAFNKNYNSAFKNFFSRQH
CDK5 inh: CDK5/p35 (human) kinase inhibition; Q00535+Q15078; Recombinant CDK5/p35, ADP-Glo luminescence, 60 min; inhibition, % at 10 µM; 330,000 tested, 0.01% active;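 active = highest replicate inhibition of at least 50% and at least 75% of replicates reaching 50%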;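 note: plate controls were DMSO neutral control for no effect and GW8510 at 10 µM for full effect; many of its hits are not listed in these tables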
NSD2 inh: NSD2 (human) methyltransferase inhibition | O96028 | NSD2 peptide methylation, AlphaScreen, 120 min | inhibition, % at 12.5 µM | 310,000 tested, 0.54% active; in the data active = inhibition above about 50%
Wnt act: activates Wnt/beta-catenin signaling in a reporter cell assay. activation, % at 9.35 µM. 300,000 tested, 1.2% active. activator, plate reader; in the data active = activation above about 30%, passing the limit was not always enough;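 note: 0% = neutral control wells and 100% = positive control wells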
PvdQ acylase: blocks Pseudomonas aeruginosa PvdQ acylase activity. purified PvdQ acylase, fluorescence plate reader. inhibition, % at 10 µM. 340,000 tested, 0.063% active; in the data active = inhibition above about 30%, passing the limit was not always enough;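 note: 0% = vehicle neutral wells and 100% = reference inhibitor wells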
dFosB act: enhances mouse delta FosB homodimer DNA binding. activation, % at 25 µM. P13346. purified delta FosB, TAMRA-CDK5 oligo fluorescence polarization; percent of positive-control signal above neutral wells. 340,000 tested, 0.99% active. AID 493131;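 active = mean activation above about 17%, with every replicate also reaching it, limit read from the data, passing the limit was not always enough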;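 note: fluorescence polarization rise as delta FosB binds a TAMRA Cdk5 AP-1 oligo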
Target sequence (P13346 whole entry, looked up): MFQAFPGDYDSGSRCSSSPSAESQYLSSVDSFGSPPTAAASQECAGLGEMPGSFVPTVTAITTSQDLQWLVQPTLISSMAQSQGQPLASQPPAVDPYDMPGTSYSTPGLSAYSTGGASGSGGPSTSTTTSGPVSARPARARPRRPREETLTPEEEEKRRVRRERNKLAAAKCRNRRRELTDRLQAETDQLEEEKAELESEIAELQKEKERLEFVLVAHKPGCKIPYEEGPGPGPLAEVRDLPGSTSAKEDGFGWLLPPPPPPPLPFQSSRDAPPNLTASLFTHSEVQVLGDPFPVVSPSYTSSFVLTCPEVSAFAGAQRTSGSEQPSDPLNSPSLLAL
MITF TRPM1 HTS: activators of MITF-driven TRPM1 promoter activity in SK-MEL-5 cells. SK-MEL-5 TRPM1-promoter luciferase, 24 h; % of positive control, neutral wells = 0. activation, % at 12.5 µM. 300,000 tested, 0.75% active. AID 588334;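 active = mean activation of at least 80% with every replicate also reaching 80%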;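 note: 0% = neutral control wells and 100% = parthenolide positive control wells; values of inactives mirror those of a sister screen read the other way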
V-ATPase pH: yeast V-ATPase proton transport regulation by pHLuorin | 350,000 tested, 0.37% active | AID 504577 | S. cerevisiae, pHLuorin cytosolic pH fluorescence | response, % at 10 µM; in the data active = response mostly above about 7.3%, no sharp cut-off; inactive = mostly below about 5.4%; note: actives read high; inactives centre near 0; some compounds called inactive have numbers as strong as hits; reference of the scale not given here
SR-BI HDL uptake: inhibitors of mouse SR-BI mediated HDL lipid uptake | AID 488896 | ldlA[mSR-BI] CHO cells, DiI-HDL uptake fluorescence, 3 h | Q61009 | 320,000 tested, 0.96% active | inhibition, % at 12.5 µM;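 active = mean replicate inhibition of at least 70% and a set share of replicates each scoring 70 or more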;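 note: 0% = median of neutral control wells and 100% = median of positive control wells; values of inactives mirror those of a sister screen read the other way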
HTR5A inv ctr: HTR5A inverse agonism, opioid heterodimer counter-screen | inhibition, % at 9.3 µM | HTR5A cell line, luminescence | 340,000 tested, 0.083% active; in the data active = inhibition mostly above about 23%, no sharp cut-off; inactive = mostly below about 18%;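 note: 0% = cells with DMSO and 100% = no-cell wells with DMSO; some compounds called inactive have numbers as strong as hits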
* = called active by the depositor; . = not tested or not shown. Compounds as they come. About 5% of those tested had a hit in this group.

Order of results – PvdQ acylase, V-ATPase pH, SR-BI HDL uptake, Wnt act, CDK5 inh, NSD2 inh, dFosB act, HTR5A inv ctr, HTR5A ag, MITF TRPM1 HTS
N#CC(c1ccc(F)cc1)c1ccc(C(=O)c2ccc(F)cc2)cc1 (stereo not drawn)
    24, 5, -12, ., 1.3, -1, -10, -19, 6, 2
O=C(Nc1ccccc1)c1cccc(N2C(=O)C3C4C=CC(C4)C3C2=O)c1 (stereo not drawn)
    -14, -1, 2, 2, 1.1, -1, -1, 5, 2, 4
CC(C)CC(=O)NC(=S)Nc1ccc(NC(=O)c2cccs2)cc1
    7, 7, -2, -3, 0.0, 0, 6, -2, 1, 8
COc1ccc(S(=O)(=O)N(C)C)cc1NC(=O)c1ccc2c(c1)NC(=O)C(C)S2 (stereo not drawn)
    -6, 4, 13, -2, 0.9, -1, -20, -8, -4, 5
COc1ccccc1NC(=O)Nc1ccc(CC#N)cc1
    -5, 5, 15, 30, -1.2, -3, 1, 5, 0, .
Cc1[nH][nH]c(=O)c1N=Nc1ccccc1
    6, 2, 0, 2, 4.1, ., -1, 5, -2, .
CC(=O)Nc1cc([N+](=O)[O-])ccc1OCc1ccccc1
    -12, 3, -2, 2, -0.3, 42, -4, -3, 1, -2
Cc1cc(NS(=O)(=O)c2ccc(NC(=O)CSc3nnc(-c4ccco4)n3Cc3ccco3)cc2)nc(C)n1
    -8, -2, -6, -10, 1.1, 4, 5, -4, 2, -3
NCC(c1ccc(Cl)cc1Cl)c1c[nH]c2ccccc12 (stereo not drawn)
    -8, -1, -18, -2, -2.1, 4, 7, -4, 1, -19
Cc1cccc(NC(=O)CN2C(=O)COc3ccc(Cl)cc32)c1C
    -11, -3, 27, 0, 0.7, ., 0, 5, -2, 5
CCOC(=O)N1CCN(S(=O)(=O)c2ccc(NC(C)=O)cc2)CC1
    -4, -1, 5, -1, 0.6, 0, -4, -10, 3, .
COc1cc(/C=C/C(=O)Nc2nnc(CC(C)(C)C)s2)cc(OC)c1OC
    -20, 4, 4, -2, 1.0, -1, -10, -5, 0, 2
O=C(O)C1C2C=CC(O2)C1C(=O)Nc1ccc(S(=O)(=O)Nc2ccccc2)cc1 (stereo not drawn)
    2, 1, -21, -1, 2.2, -1, 5, 3, -1, -6
CCn1cc(C(=O)NC(C)C23CC4CC(CC(C4)C2)C3)cn1 (stereo not drawn)
    10, 3, -24, -1, 1.7, -2, 3, 19, -1, -9
CCN(CC)S(=O)(=O)c1cccc(NC(=O)COC(=O)c2cncc(Br)c2)c1
    -9, -3, 3, 0, -0.3, -2, -9, -5, 1, -4
O=C(NCCSc1c[nH]c2ccccc12)C1CC1
    -11, 1, 7, 5, 1.1, ., 0, -30, 5, -11
CCCCNC(=O)c1cn(CC)c2ccc(S(=O)(=O)N3CCCCCC3)cc2c1=O
    -8, -2, 17, -5, -1.9, 6, -18, -9, 0, -10
CC(O)C(=O)N/N=C/c1cccc2ccccc12 (stereo not drawn)
    -11, 2, -13, 2, 0.7, 0, -6, 1, -1, -9
Cc1nc2ccccn2c1C(=O)NNC(=O)Nc1cccc(C(F)(F)F)c1
    -9, -2, -18, -1, -2.1, 0, -2, -21, 6, -2
CCOC(=O)N1CCC(NC(=O)c2cc(C(=O)NC3CCN(Cc4ccccc4)CC3)ccc2CO)CC1
    -8, -2, 6, -1, 0.7, -2, -1, 1, -1, 3

Compounds shown so far that contain an aryl thioether with sulfur outside any ring:
Order of results – PvdQ acylase, V-ATPase pH, SR-BI HDL uptake, Wnt act, CDK5 inh, NSD2 inh, dFosB act, HTR5A inv ctr, HTR5A ag, MITF TRPM1 HTS
Cc1cc(NS(=O)(=O)c2ccc(NC(=O)CSc3nnc(-c4ccco4)n3Cc3ccco3)cc2)nc(C)n1
    -8, -2, -6, -10, 1.1, 4, 5, -4, 2, -3
O=C(NCCSc1c[nH]c2ccccc12)C1CC1
    -11, 1, 7, 5, 1.1, ., 0, -30, 5, -11

More structures.
Order of results – PvdQ acylase, V-ATPase pH, SR-BI HDL uptake, Wnt act, CDK5 inh, NSD2 inh, dFosB act, HTR5A inv ctr, HTR5A ag, MITF TRPM1 HTS
COC(=O)C(C(=O)Nc1cccc(Cl)c1C)C1CCCC1 (stereo not drawn)
    -4, 4, -13, -1, -2.8, -2, 1, 7, -1, -4
O=c1[nH]c(Cc2cccs2)nc2ccccc12
    -11, 1, -1, ., -0.7, -3, 1, -32, -1, -3
Cc1ccc(S(=O)(=O)N2CCOCC2)cc1C(=O)N1CC(C)OC(C)C1 (stereo not drawn)
    6, 0, -20, -3, 6.4, -3, 2, -3, 1, 5
CN(C)CCNc1ccc(-c2n[nH]c(=O)c3ccccc23)cc1[N+](=O)[O-]
    6, 0, -12, 10, -0.9, ., 5, 7, -2, 6
Cc1ccccc1N1CCN(C(=O)c2ccccc2NC(=O)/C=C\C(=O)O)CC1
    -8, -2, ., -2, 0.4, 1, -8, 4, -2, 37
C[C@H](NC(=O)c1cc2cc(Cl)ccc2n1C)C(=O)N1CCC[C@H]1C(=O)O
    -11, -3, 3, -1, -1.1, ., 1, -24, 0, 3
Cc1ccc(C)c(OCC(O)CN2CCC(C)CC2)c1C (stereo not drawn)
    -5, 0, 2, -1, -0.1, 2, 2, -10, 8, .
Cc1cccc(OCC(=O)Nc2cc(S(=O)(=O)N3CCCCC3)ccc2N2CCN(C)CC2)c1
    -12, -2, ., -2, -0.5, 14, -8, 8, 3, -5
Cc1nnc(NC(=O)CSc2nc(C3CCCCC3)nc3ccccc23)s1
    -17, 7, 18, -2, 1.0, 1, 4, -7, 3, -5
CC1=C(C)CC(C(=O)Nc2nc(-c3ccc(F)cc3)c(C)s2)C(C(=O)O)C1 (stereo not drawn)
    -2, 1, 13, 7, -1.2, 0, 9, -9, 4, -5
CCCCNC1=C(Br)C(=O)CC(C)(C)C1
    1, 0, -12, ., -0.3, 1, -4, 1, 0, 0
CC(NC(=O)c1nn(C)c(=O)c2ccccc12)c1ccc(F)cc1 (stereo not drawn)
    8, -2, 3, ., -0.4, 0, -2, -9, 2, -4
O=C(c1cccc2ccccc12)N1CCN(c2ccc([N+](=O)[O-])c(N3CCOCC3)c2)CC1
    -11, -1, 26, -2, -3.1, 5, -9, -7, 3, -23
O=C(COc1ccccc1)N1CCN(c2ncnc3c2cnn3-c2ccccc2)CC1
    -15, -2, 43, -1, 0.2, 3, -4, -11, 3, -16
CC(=O)c1cc(Cl)ccc1OCc1cccc(S(=O)(=O)N2CCOCC2)c1
    -3, -1, 17, 0, 1.0, -1, -9, -1, 0, 6
O=C(O)c1ccc(S(=O)(=O)c2ccc3c(c2)C(=O)N(NC(=O)c2ccncc2)C3=O)cc1
    -14, 0, -30, 0, 0.4, 2, 4, -24, 9, -1
NC(=O)[C@@H]1CCCN1Cc1nc(-c2ccc(C(F)(F)F)cc2)no1
    -14, 4, 4, 6, 1.0, -6, 1, 13, 0, -5
Cc1ccc(S(=O)(=O)SCCCSS(=O)(=O)c2ccc(C)cc2)cc1
    -11, 6, 3, -4, 2.1, 1, -3, 8, -2, -17
O=C(Nc1cc(S(=O)(=O)Nc2ccccc2Cl)ccc1O)c1sc2cc(Cl)ccc2c1Cl
    -13, 0, 12, 1, -0.1, -2, 101*, 2, 0, -5
CCC(=O)N1CCCc2cc(S(=O)(=O)N3CCN(c4ccccc4F)CC3)ccc21
    -13, -2, 20, -3, -1.5, ., -15, 2, 5, .
COc1ccc(CCn2c(O)c(C3=c4ccccc4=NC3=O)sc2=S)cc1OC
    -2, -4, -19, -1, 0.0, -2, 4, -2, 1, .
COc1ccc(-c2nnn(CC(=O)N(CC(=O)NC3CCCC3)Cc3ccco3)n2)cc1OC
    -10, 0, 58, 0, 1.4, 3, 5, 16, 0, -3
O=C(COn1nnc2ccc(Cl)cc21)NCc1ccccc1
    -1, 1, -4, ., -0.2, -1, -2, -2, 1, 2
COc1ccc(N2CCN(Cc3nc4ccccc4n3C)CC2)cc1
    -17, 1, 13, -3, -7.6, 8, -2, 3, -1, -18
Cc1cc(C(=O)Nc2sc3c(c2C#N)CCC(C(C)(C)C)C3)no1 (stereo not drawn)
    -3, 0, -11, -1, 0.1, 1, -9, 18, 2, 0
N#CC1=C2SCC(O)(c3ccccc3)N2C(=O)CC1c1ccccc1F (stereo not drawn)
    -10, -3, 18, 8, -3.8, 8, 13, -6, 2, -29
Cc1cccc(NC(=O)c2ccc(S(=O)(=O)N(C)CC3CCCO3)cc2)c1C (stereo not drawn)
    -16, -1, 39, -1, 0.2, 0, -3, 15, 4, 2
COc1cc(O)c(CCC(=O)c2cc(OC)c(OC)c(OC)c2)c(OC)c1
    -1, -2, 62, ., 0.6, 2, -7, -32, 0, -7
CC(C)(C)/C(O)=C/c1nc2ccccc2[nH]c1=O
    1, -4, -22, -3, 1.8, 1, 1, 4, -6, 2
CCCCNC(=O)CNC(=S)N(Cc1ccc(C)cc1)Cc1ccco1
    2, 3, -16, 10, -0.4, 4, -5, 16, 0, -1
Cc1ccc(S(=O)(=O)NCC(=O)OCC(=O)Nc2cccc(S(=O)(=O)NC3=NCCCCC3)c2)cc1C
    -6, 1, -19, 0, 0.1, -1, -6, -8, 3, 3
Cc1ccc(NC(=O)c2cc([N+](=O)[O-])ccc2N2CCOCC2)cc1C
    -13, -1, 50, -1, -0.1, 7, -4, -22, 9, 6
O=C(Nc1cnc2ccccn2c1=O)c1ccc(F)cc1
    2, -8, 4, ., -0.6, -1, -3, -1, -5, .
CCN1C(=O)[C@H]2[C@@H](c3ccc(-c4ccc5c(c4)OCO5)c(OC)c3)N[C@@](CC(C)C)(C(=O)OC)[C@H]2C1=O
    5, -15, 39, 2, 1.3, ., 1, -18, 1, -1
Fc1cnc(N/N=C/c2ccc(-c3ccc(Br)cc3)o2)nc1N1CCOCC1
    18, 3, -6, -2, 0.7, -1, -6, 21, -3, .
Cn1nc([N+](=O)[O-])nc1Sc1nnnn1-c1ccc(C(=O)O)cc1
    -8, -6, 22, -1, 0.7, -1, -2, -4, 1, 3
CCN(c1ccccc1)S(=O)(=O)c1ccc(Cl)c(NC(=O)COC(=O)c2ccc[nH]c2=O)c1
    4, -1, ., -2, -0.6, ., 3, -2, 2, 0
COC(=O)c1ccccc1NC(=O)c1cccc(NC(=O)CSCc2ccccc2)c1C
    0, 1, 46, ., 5.2, -2, -8, -33, 13, -5
